cln2 rad14: NCI yeast anticancer drug screen, S. cerevisiae cln2 rad14 strain. 78,000 compounds, 8.3% hits. % growth inhibition at 50 µM;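 also: 0% = growth of vehicle-only cultures of the same strain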
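Growth inhibition, relative to vehicle-treated controls, is the read-out. The test organism is a yeast strain with defined genetic alterations, cln2 rad14.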
yeast mlh1 rad18: NCI yeast anticancer drug screen, S. cerevisiae mlh1 rad18 strain | % growth inhibition at 50 µM | 79,000 compounds, 11% hits | AID 175, 2004;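 also: 0% = growth of vehicle-only cultures of the same strain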
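A repair-deficient yeast strain is exposed to test compound, and growth is scored relative to vehicle-treated controls.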
yeast rad50: NCI yeast anticancer drug screen, S. cerevisiae rad50 strain; 79,000 compounds, 10% hits; % growth inhibition at 50 µM;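 also: 0% = growth of vehicle-only cultures of the same strain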
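Genetically altered yeast (DNA repair pathway); compound treatment; growth inhibition vs vehicle ctrl.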
yeast sgs1 mgt1: NCI yeast anticancer drug screen, S. cerevisiae sgs1 mgt1 strain | % growth inhibition at 50 µM | 78,000 compounds, 10% hits | AID 161, 2004;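 also: 0% = growth of vehicle-only cultures of the same strain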
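Yeast cells carrying a defined DNA-repair defect were exposed to test compounds. Growth inhibition was measured relative to vehicle-treated controls.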
yeast mec2-1: NCI yeast anticancer drug screen, S. cerevisiae mec2-1 strain; % growth inhibition at 50 µM; 79,000 compounds, 9% hits;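 also: 0% = growth of vehicle-only cultures of the same strain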
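Cells of the genetically defined mec2-1 yeast strain are incubated with test compound. Inhibition of growth is calculated against vehicle-treated controls.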
bub3: NCI yeast anticancer drug screen, S. cerevisiae bub3 mutant strain | % growth inhibition at 50 µM | 78,000 compounds, 9.9% hits;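 also: 0% = growth of vehicle-only cultures of the same strain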
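Readout: yeast growth inhibition, expressed relative to vehicle-only wells. The test organism is a mutant strain from a panel with lesions in DNA repair or checkpoint genes.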
Active calls of the source: *; & = joins results of further samples. Rule as the data show it: active = growth inhibition above about 70%; inactive = the rest. Outcome played no part in choosing rows; 13% or so of the library scored in one or more.

Screening COC12C(COC(N)=O)C3=C(C(=O)C(C)=C(N)C3=O)N1CC1C2N1C(=O)c1ccc(Cl)c(Cl)c1 (centres undefined) returned cln2 rad14 80*, yeast mlh1 rad18 88*, yeast rad50 82*, yeast sgs1 mgt1 89*, yeast mec2-1 85* and bub3 84*.
Screening Cn1c(=O)c2[nH]c(Cl)nc2n(C)c1=O returned cln2 rad14 -4, yeast mlh1 rad18 -9, yeast rad50 10, yeast sgs1 mgt1 7, yeast mec2-1 -24 and bub3 -17.
Screening N#CC1=CN(Cc2ccccc2)C(C#Cc2ccccc2)C=C1 (centres undefined) returned cln2 rad14 15, yeast mlh1 rad18 83*, yeast rad50 59, yeast sgs1 mgt1 82*, yeast mec2-1 88* and bub3 91*.
CCCCCCCCC#CCO was read as cln2 rad14 -15, yeast mlh1 rad18 -3, yeast rad50 0, yeast sgs1 mgt1 -3, yeast mec2-1 -7 and bub3 -10.
[N-]=[N+]=NC1CCOC(n2cnc3c(N)ncnc32)C1O (centres undefined) was read as cln2 rad14 -34, yeast mlh1 rad18 2, yeast rad50 -2, yeast sgs1 mgt1 6, yeast mec2-1 -4 and bub3 -5.
For O=C(CSc1nnc(-c2ccc(N=Cc3ccc(Cl)cc3)cc2)o1)Nc1ccc(Cl)cc1Cl the results were cln2 rad14 91*, yeast mlh1 rad18 98*, yeast rad50 96*, yeast sgs1 mgt1 96*, yeast mec2-1 99* and bub3 99*.
For O=C(NC(=S)Nc1cccc(Cl)c1)c1ccccc1 the results were cln2 rad14 -7, yeast mlh1 rad18 12, yeast rad50 16, yeast sgs1 mgt1 33, yeast mec2-1 26 and bub3 46.
For CC1=CC(C)(C)NC(=S)N1C1CCCCC1 the results were cln2 rad14 -5, yeast mlh1 rad18 15, yeast rad50 10, yeast sgs1 mgt1 6, yeast mec2-1 -7 and bub3 7.
`CC(=O)Oc1cc(N(C)C(C)C)c(OC(C)=O)cc1N(C)C(C)C` gave cln2 rad14 36, yeast mlh1 rad18 17, yeast rad50 5, yeast sgs1 mgt1 10, yeast mec2-1 0 and bub3 52.
Screening C=C(C)COc1ccccc1C(OCC)OCC returned cln2 rad14 14, yeast mlh1 rad18 79*, yeast rad50 50, yeast sgs1 mgt1 29, yeast mec2-1 15 and bub3 32.
`O=C1OC(c2cccc(Cl)c2)=N/C1=C\c1cc(Br)cc(Br)c1O` gave cln2 rad14 -3, yeast mlh1 rad18 14, yeast rad50 -7, yeast sgs1 mgt1 13, yeast mec2-1 1 and bub3 4.
Screening COc1ccc(OC)c2c(Cl)cc(NCCCCCCCCNc3cc(Cl)c4c(OC)ccc(OC)c4n3)nc12 returned cln2 rad14 48, yeast mlh1 rad18 -20, yeast rad50 -11, yeast sgs1 mgt1 5, yeast mec2-1 5 and bub3 0.
Screening CC1OC(OC2C(OC(=O)[C@@H]3CC(C)(C)C[C@@H]4C5=CC[C@@H]6[C@@]7(C)C[C@H](O)[C@H](OC8OC(CO)C(O)C(O)C8O)[C@@](C)(CO)C7[C@H](O)C[C@@]6(C)[C@]5(C)C[C@@H](O)[C@H]43)OCC(O)C2O)C(O)C(O)C1O (some centres undefined) returned cln2 rad14 13, yeast mlh1 rad18 -50, yeast rad50 -24, yeast sgs1 mgt1 -9, yeast mec2-1 -22 and bub3 1.
Screening c1ccc2c(c1)cnc1cc3c(cc12)ncc1ccccc13 returned cln2 rad14 15, yeast mlh1 rad18 29, yeast rad50 8, yeast sgs1 mgt1 9, yeast mec2-1 20 and bub3 -6.
For CCC(SC(CC(=O)O)C(=O)O)C(=O)O (centres undefined) the results were cln2 rad14 10, yeast mlh1 rad18 3, yeast rad50 -18, yeast sgs1 mgt1 -11, yeast mec2-1 -1 and bub3 -3.
`Cc1ccc(C)c2c3c([nH]c12)-c1ccccc1CC3` gave cln2 rad14 80*, yeast mlh1 rad18 95*, yeast rad50 98*, yeast sgs1 mgt1 84*, yeast mec2-1 93* and bub3 97*.
O=C(/C=C\c1ccc([N+](=O)[O-])o1)/C=C/c1ccc([N+](=O)[O-])o1 was read as cln2 rad14 93*, yeast mlh1 rad18 98*, yeast rad50 97*, yeast sgs1 mgt1 95*, yeast mec2-1 97* and bub3 95*.
Screening CC1=NC2(CCCCC2)N(Cl)C(=O)C1SC#N (centres undefined) returned cln2 rad14 -28, yeast mlh1 rad18 -27, yeast rad50 -45, yeast sgs1 mgt1 -24, yeast mec2-1 -72 and bub3 -14.
C(=C/c1ccccc1)/CNCCNC/C=C/c1ccccc1 was read as cln2 rad14 35, yeast mlh1 rad18 48, yeast rad50 46, yeast sgs1 mgt1 41, yeast mec2-1 23 and bub3 35.
`CC(C)(c1ccc(O)c([N+](=O)[O-])c1)c1ccc(O)c([N+](=O)[O-])c1` gave cln2 rad14 -26, yeast mlh1 rad18 7, yeast rad50 -3, yeast sgs1 mgt1 -5, yeast mec2-1 -3 and bub3 -3.

The last 2 records of the part before lead into the next:
C(=C/c1ccccc1)/CNCCNC/C=C/c1ccccc1 was read as cln2 rad14 35, yeast mlh1 rad18 48, yeast rad50 46, yeast sgs1 mgt1 41, yeast mec2-1 23 and bub3 35.
`CC(C)(c1ccc(O)c([N+](=O)[O-])c1)c1ccc(O)c([N+](=O)[O-])c1` gave cln2 rad14 -26, yeast mlh1 rad18 7, yeast rad50 -3, yeast sgs1 mgt1 -5, yeast mec2-1 -3 and bub3 -3.
O=C1c2ccccc2C(C(c2ccccc2)c2ccccc2)c2ccccc21 was read as cln2 rad14 8, yeast mlh1 rad18 -14, yeast rad50 -22, yeast sgs1 mgt1 -29, yeast mec2-1 -19 and bub3 5.
CCN(CC)C(=O)C1CCCCN1 (centres undefined) was read as cln2 rad14 -43, yeast mlh1 rad18 7, yeast rad50 2, yeast sgs1 mgt1 3, yeast mec2-1 3 and bub3 -11.
CC(CCC(=O)O)(c1ccc(O)cc1)c1ccc(O)cc1 was read as cln2 rad14 -33&-44, yeast mlh1 rad18 -16&23, yeast rad50 -9&10, yeast sgs1 mgt1 -52&-13, yeast mec2-1 -16&-1 and bub3 -17&-3.
CCC(C)NN(C(N)=O)C(C)CC (centres undefined) was read as cln2 rad14 -19, yeast mlh1 rad18 -3, yeast rad50 3, yeast sgs1 mgt1 1, yeast mec2-1 -4 and bub3 -1.
COc1ccc(C(C)c2cc(OC)c(OC)cc2OC)cc1 (centres undefined) was read as cln2 rad14 -29, yeast mlh1 rad18 38, yeast rad50 18, yeast sgs1 mgt1 26, yeast mec2-1 11 and bub3 44.
COC(=O)c1cn(NS(=O)(=O)c2ccc(OC)cc2)cc1C(=O)OC was read as cln2 rad14 34, yeast mlh1 rad18 21, yeast rad50 16, yeast sgs1 mgt1 30, yeast mec2-1 7 and bub3 -2.
C/C(CC(=O)Nc1ccc(Cl)c(Cl)c1)=N/NC(=O)C[N+](C)(C)C was read as cln2 rad14 27, yeast mlh1 rad18 -6, yeast rad50 -9, yeast sgs1 mgt1 -6, yeast mec2-1 -15 and bub3 -15.
CNC(=O)OCCN(C)OC was read as cln2 rad14 -25, yeast mlh1 rad18 -2, yeast rad50 5, yeast sgs1 mgt1 -3, yeast mec2-1 -3 and bub3 -24.
For O=C(Nc1ccccc1Cl)Nc1cccc2ccccc12 the results were cln2 rad14 -2, yeast mlh1 rad18 9, yeast rad50 15, yeast sgs1 mgt1 18, yeast mec2-1 1 and bub3 5.
`CCCCCCC(C)Oc1ccccc1C=O` (centres undefined) gave cln2 rad14 14, yeast mlh1 rad18 2, yeast rad50 25, yeast sgs1 mgt1 0, yeast mec2-1 -3 and bub3 11.
NCCCN(CCO)CCO was read as cln2 rad14 -32, yeast mlh1 rad18 -20, yeast rad50 -43, yeast sgs1 mgt1 -28, yeast mec2-1 -3 and bub3 -28.
For COn1nnc2c([N+](=O)[O-])cccc21 the results were cln2 rad14 -23, yeast mlh1 rad18 5, yeast rad50 19, yeast sgs1 mgt1 -3, yeast mec2-1 -6 and bub3 -16.
For O=C1NC(N2CCCCC2)=N/C1=C\c1cccs1 the results were cln2 rad14 7, yeast mlh1 rad18 -29, yeast rad50 2, yeast sgs1 mgt1 -13, yeast mec2-1 2 and bub3 -12.
Screening COc1ccc(/C=C2\CCC/C(=C\c3ccc(OC)cc3)C2=O)cc1 returned cln2 rad14 -72, yeast mlh1 rad18 10, yeast rad50 -6, yeast sgs1 mgt1 -2, yeast mec2-1 -11 and bub3 1.
CCC(CC)C1OC(=O)C(C)O1 (centres undefined) was read as cln2 rad14 18, yeast mlh1 rad18 14, yeast rad50 -2, yeast sgs1 mgt1 15, yeast mec2-1 -9 and bub3 34.
CCN(CC)C(=O)/C=C(/C)c1ccccc1 was read as cln2 rad14 -7, yeast mlh1 rad18 -30, yeast rad50 -13, yeast sgs1 mgt1 -22, yeast mec2-1 -3 and bub3 4.
O=C(c1cc(=O)c2ccc(O)cc2o1)c1ccc(Cl)cc1Cl was read as cln2 rad14 78*, yeast mlh1 rad18 86*, yeast rad50 86*, yeast sgs1 mgt1 88*, yeast mec2-1 85* and bub3 88*.
`Cc1occc1C(=S)Nc1ccc(Cl)c(C(=O)OC(C(C)C)C(C)C)c1` gave cln2 rad14 5, yeast mlh1 rad18 -53, yeast rad50 3, yeast sgs1 mgt1 -5, yeast mec2-1 -12 and bub3 -14.
Screening COC1CCCC(O)C1 (centres undefined) returned cln2 rad14 8, yeast mlh1 rad18 2, yeast rad50 5, yeast sgs1 mgt1 5, yeast mec2-1 6 and bub3 3.
`COc1cccc(/C=C/c2cc3c(cc2Br)OCO3)c1` gave cln2 rad14 4, yeast mlh1 rad18 -6, yeast rad50 3, yeast sgs1 mgt1 3, yeast mec2-1 -3 and bub3 2.

Grouped by structure, those above with bromine.
`O=C1OC(c2cccc(Cl)c2)=N/C1=C\c1cc(Br)cc(Br)c1O` gave cln2 rad14 -3, yeast mlh1 rad18 14, yeast rad50 -7, yeast sgs1 mgt1 13, yeast mec2-1 1 and bub3 4.
`COc1cccc(/C=C/c2cc3c(cc2Br)OCO3)c1` gave cln2 rad14 4, yeast mlh1 rad18 -6, yeast rad50 3, yeast sgs1 mgt1 3, yeast mec2-1 -3 and bub3 2.

(cont.)
Cc1c2ccncc2c(C)c2c1[nH]c1ccc(O)cc12 was read as cln2 rad14 24, yeast mlh1 rad18 59, yeast rad50 17, yeast sgs1 mgt1 44, yeast mec2-1 14 and bub3 20.
`CC1(C)CC(C)(C)[P+]1(C)c1ccccc1` gave cln2 rad14 -3, yeast mlh1 rad18 10, yeast rad50 0, yeast sgs1 mgt1 13, yeast mec2-1 16 and bub3 16.
For O=C(O)c1ccccc1C(=O)O (tested in a mixture with another compound) the results were cln2 rad14 22, yeast mlh1 rad18 6, yeast rad50 -1, yeast sgs1 mgt1 -8, yeast mec2-1 -1 and bub3 7.
C/C=C(/C)c1cnc(CC(C)C)c(=O)[nH]1 was read as cln2 rad14 13, yeast mlh1 rad18 -41, yeast rad50 -42, yeast sgs1 mgt1 -31, yeast mec2-1 -42 and bub3 -26.
CNc1c(F)cc(C(=O)O)cc1F was read as cln2 rad14 -16, yeast mlh1 rad18 2, yeast rad50 -8, yeast sgs1 mgt1 0, yeast mec2-1 4 and bub3 -33.
COc1ccc(C2S/C(=C\c3ccc(O)cc3)C(=O)N2NC(=O)Cc2ccccc2)cc1 (centres undefined) was read as cln2 rad14 -66, yeast mlh1 rad18 -10, yeast rad50 -24, yeast sgs1 mgt1 -6, yeast mec2-1 -39 and bub3 -10.
`CN(CCC#N)C(=O)Nc1ccc(Cl)c(Cl)c1` gave cln2 rad14 9, yeast mlh1 rad18 18, yeast rad50 36, yeast sgs1 mgt1 19, yeast mec2-1 8 and bub3 10.
O=C(O)c1cccc(S(=O)(=O)NN2C(=O)CSC2c2ccccc2Cl)c1 (centres undefined) was read as cln2 rad14 6, yeast mlh1 rad18 29, yeast rad50 28, yeast sgs1 mgt1 3, yeast mec2-1 -4 and bub3 13.
`O=C(COc1ccccc1)OC1CCCCC1C1CCCCC1` (centres undefined) gave cln2 rad14 22, yeast mlh1 rad18 14, yeast rad50 13, yeast sgs1 mgt1 4, yeast mec2-1 13 and bub3 3.
For CCOC(=O)CCC(NC(=O)c1ccc(Nc2nc3ccccc3nc2C(=O)OCC)cc1)C(=O)OCC (centres undefined) the results were cln2 rad14 15, yeast mlh1 rad18 19, yeast rad50 12, yeast sgs1 mgt1 9, yeast mec2-1 3 and bub3 26.

3 records drawn at random from those above, as already listed:
COc1ccc(C2S/C(=C\c3ccc(O)cc3)C(=O)N2NC(=O)Cc2ccccc2)cc1 (centres undefined) was read as cln2 rad14 -66, yeast mlh1 rad18 -10, yeast rad50 -24, yeast sgs1 mgt1 -6, yeast mec2-1 -39 and bub3 -10.
For CCOC(=O)CCC(NC(=O)c1ccc(Nc2nc3ccccc3nc2C(=O)OCC)cc1)C(=O)OCC (centres undefined) the results were cln2 rad14 15, yeast mlh1 rad18 19, yeast rad50 12, yeast sgs1 mgt1 9, yeast mec2-1 3 and bub3 26.
C/C=C(/C)c1cnc(CC(C)C)c(=O)[nH]1 was read as cln2 rad14 13, yeast mlh1 rad18 -41, yeast rad50 -42, yeast sgs1 mgt1 -31, yeast mec2-1 -42 and bub3 -26.

Screening results (PubChem)
